High-throughput results: PubChem, National Center for Advancing Translational Sciences (NCATS)
CBFb RUNX1 block = blocks binding between human CBF-beta and RUNX1; Potency, µM (highest dose often 59.8 µM), for inactives: top-dose activity, negative = inhibition, actives largely listed as inhibitors; AlphaScreen CBFb-His/RUNX1-biotin binding, biochemical; 230,000 tested, under 10 active; Q01196+Q13951; AID 1477; further: % of control where 0% means no effect
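Interaction loss through any mechanism counts as activity. Pre-formed complex of His-CBF-beta and biotin-RUNX1 (30 nM apiece) is incubated with compound 15 min, then with 50 ng nickel and 50 ng streptavidin beads for 90 min before AlphaScreen detection.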
aGal spleen mod = inhibitors or activators of human alpha-galactosidase in spleen homogenate | P06280 | human spleen homogenate, 4MU-alpha-Gal fluorescence, 40 min | Potency, µM (doses to about 80 µM), inactives show at the highest dose activity change, negative = inhibition, actives largely listed as inhibitors | 240,000 tested, 0.008% active | AID 2107;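 further: potency means the concentration at half of the fitted maximal effect; 0% = enzyme with vehicle and -100% = no enzyme basal signal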
Target sequence (P06280 32-429 limits assumed): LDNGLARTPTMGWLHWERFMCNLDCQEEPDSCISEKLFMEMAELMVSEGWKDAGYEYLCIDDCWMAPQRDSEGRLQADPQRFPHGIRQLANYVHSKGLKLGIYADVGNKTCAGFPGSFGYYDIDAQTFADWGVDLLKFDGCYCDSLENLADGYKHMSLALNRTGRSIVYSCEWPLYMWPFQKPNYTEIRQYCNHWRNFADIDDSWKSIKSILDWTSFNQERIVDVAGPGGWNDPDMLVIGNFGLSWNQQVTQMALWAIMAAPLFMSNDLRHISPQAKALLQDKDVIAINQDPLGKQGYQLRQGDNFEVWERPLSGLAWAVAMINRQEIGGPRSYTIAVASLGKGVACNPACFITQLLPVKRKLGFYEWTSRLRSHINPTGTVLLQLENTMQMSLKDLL
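Human spleen homogenate (1 ug) was the enzyme source, with 4-methylumbelliferyl-alpha-D-galactopyranoside (1 mM final) in pH 5.0 citrate buffer with 0.01% Tween-20. Compounds were titrated; after 40 min at 37C, NaOH/glycine stop, 4-MU fluorescence read; AC50 from Hill fits.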
Epigenetic reg = derepresses silenced GFP reporter in murine cells. murine LDR cells, GFP reporter derepression, 30 h. Potency, µM (series often up to 53.9 µM), for inactives: at the top dose GFP activation, usual class: activators. 280,000 tested, 0.2% active. AID 1865; further: potency means the concentration at half of the fitted maximal effect; % of control where 0% means no effect; nearly all actives have a fitted effect of over 60% in size
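Murine LDR cells bearing a silenced CMV-driven GFP reporter were exposed to compound for 30 h at 37 C. After PBS washes, GFP-positive cells (20-120 um objects) counted by laser-scanning microplate cytometry.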
LMNA splice mod = modulators of lamin A splicing; HeLa LMNA splicing GFP/RFP minigene ratio, 48 h; 200,000 tested, 0.01% active; AID 1487; Potency, µM (titrated, usually from 46.1 µM), inactives show at the top dose ratio change, negative = inhibition, hits mostly inhibitors; active means well fitted inhibition curve with a large enough effect in the signal ratio, with a control signal flat, not every such curve was filed as active; inconclusive means small, poorly fitted or top-dose-only effect, or effect the other way, or a change in a side signal; the % refers to the signal ratio; further: potency means the concentration at half of the fitted maximal effect; on the % scale 0 is the no-effect control and ±100 the full control effect
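S3 HeLa cells stably expressing lamin A-EGFP splicing minigene plus DsRed2, 600 cells/well, 48 h compound exposure at 37C. Laser-scanning cytometry; analysed as GFP (500-530 nm)/RFP (575-640 nm) total intensity ratio; 0.5% DMSO vehicle.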
NPSR antagonist = blocks cAMP signaling of the human neuropeptide S receptor | 220,000 tested, 1% active | AID 1461 | Potency, µM (top dose mostly 38.3 µM), for the others: at the top dose activity change, negative = inhibition, hits mostly inhibitors | CHO-NPSR cells, cAMP TR-FRET, antagonist mode | Q6W5P4; further: potency means the concentration at half of the fitted maximal effect; on the % scale 0 is the no-effect control and ±100 the full control effect; nearly all actives have a fitted effect of over 50% in size; many of its hits are not listed in these tables
Target sequence (Q6W5P4 whole entry, looked up): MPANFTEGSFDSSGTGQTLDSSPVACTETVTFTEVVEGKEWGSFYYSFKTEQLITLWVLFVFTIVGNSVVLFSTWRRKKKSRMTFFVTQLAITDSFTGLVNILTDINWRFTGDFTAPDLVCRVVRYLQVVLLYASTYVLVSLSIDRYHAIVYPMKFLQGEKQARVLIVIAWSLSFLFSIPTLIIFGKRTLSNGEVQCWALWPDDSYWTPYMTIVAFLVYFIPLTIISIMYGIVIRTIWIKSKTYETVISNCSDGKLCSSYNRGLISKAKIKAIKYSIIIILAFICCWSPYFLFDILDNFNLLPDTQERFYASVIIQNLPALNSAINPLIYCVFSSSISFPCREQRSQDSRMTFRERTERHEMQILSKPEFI
KinaseGlo FLuc = blocks Kinase-Glo luciferase, a counter-screen artifact. Q27757. Kinase-Glo luciferase, ATP luminescence, 8 min. Potency, µM (highest dose often 38.3 µM), for inactives: at the top dose activity change, negative = inhibition, usual class: inhibitors. 200,000 tested, 0.28% active. AID 1379; further: potency means the concentration at half of the fitted maximal effect; on the % scale 0 is the no-effect control and ±100 the full control effect; nearly all actives have a fitted effect of over 60% in size
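Luminescence was the read-out, taken after 8-minute incubation at ambient temperature. Luciferase turned over luciferin with 10 uM ATP in imidazole pH 7.2 buffer containing KCl, MgCl2, Tween 20 and BSA.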
IMPase Li inh = IMPase inhibition in cells with lithium potentiation | AID 1457 | 210,000 tested, 0.35% active | CHO-M1 cells, IP1 TR-FRET (IP-One), carbachol + lithium | Potency, µM (highest dose often 59.4 µM), for inactives: at the top dose activity, negative = IMPase inhibition, most hits filed as inhibitors;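 further: IP1 builds up when IMPase is blocked and the TR-FRET signal falls; potency means the concentration at half of the fitted maximal effect; plate controls were basal vehicle for no effect and high inhibitor control for full effect; nearly all actives have a fitted effect of over 50% in size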
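Steps: plate 2000 CHO-M1 cells per well and culture 16–30 h; add compound and lithium; incubate 30 min, 37C; add d2-IP1 tracer and Eu cryptate anti-IP1 antibody in lysis buffer; read after 10 min at room temperature.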
Active calls of the source: *; ? = inconclusive; . = no result given; & = joins results of further samples; [ ] = remark or other dose. Unless noted, the call rests on the fitted dose curve; in most records, active means well fitted curve in the direction sought with a large enough effect; inconclusive means small, poorly fitted or top-dose-only effect, or another doubt; inactive means no such curve, though single readings can be large; an effect the other way counts as inactive or inconclusive. A portion of the library. The share of hits here may be higher or lower than overall.

Compound	CBFb RUNX1 block	aGal spleen mod	Epigenetic reg	LMNA splice mod	NPSR antagonist	KinaseGlo FLuc	IMPase Li inh
CCC(C)[C@@H](C(=O)N1CCNCC1)n1cc(CCCCN)nn1 (some centres not stated)	11.2%	5.1%	0.2%	.	-18.3%	.	-2.2%
COc1ccc(C(=O)N2CCN(c3ncnc4c(-c5ccccc5)nsc34)CC2)cc1	7.3%	-1.0%	-0.9%	-11.4%	-13.2%[46.1 µM]	4.9%	-5.0%
CCOC(=O)c1nnn2c1nc(N1CCN(C)CC1)c1ccccc12	12.6%	10.1%	0.1%	.	4.9%	.	.
CC#CCN(CC#CC)S(=O)(=O)c1ccc(-n2cnnn2)c(OC)c1	-6.5%	11.6%	-0.9%	-4.3%	-9.3%[46.1 µM]	-3.7%	-0.5%[38.3 µM]
Cc1cccc(C)c1NC(=O)CS(=O)CC(=O)NC1CCCc2ccccc21 (configuration not stated)	0.1%	3.8%	1.0%	-3.2%	-1.5%	2.9%	-0.1%
CCO[C@H]1OC(C(=O)NC2CC2)=C[C@@H](c2ccc(C(F)(F)F)cc2)[C@@H]1CCCO	4.6%	6.2%	2.3%	.	-9.3%	.	-1.6%
C=CCN1C(=O)C2(NNc3ccccc3O2)c2ccccc21 (configuration not stated)	-24.5%	9.8%	?	24.7%	-1.5%[46.1 µM]	1.2%	-22.8%[38.3 µM]
Cc1onc(-c2c(Cl)cccc2Cl)c1C(=O)Nc1ccc2c(c1)OCCO2	3.3%	6.6%	0.7%	3.3%	-6.0%[46.1 µM]	-2.4%	14.4%[38.3 µM]
O=C(COc1ccc(Cl)cc1)NC1=NN(c2ccccc2)C(=O)C1	-0.3%	-9.8%	0.0%	?	17.9%	4.0%	8.5%
Cc1cc(C)c(C(=O)C[n+]2cccc(C(N)=O)c2)c(C)c1	-5.2%	-15.7%	5.3%	.	30.1%	.	.
CC(C(=O)N1CCOCC1)N1c2cccc3cccc(c23)S1(=O)=O (configuration not stated)	-8.0%	-16.2%	0.0%	7.1%	-1.9%[46.1 µM]	2.6%	19.2%[38.3 µM]
CCOC(=O)CSc1nc2cc(C(=O)OC)ccc2c(=O)n1CCN1CCOCC1	4.8%	1.2%	2.1%	1.8%	-11.8%[46.1 µM]	-2.9%	-0.6%[38.3 µM]
CCCOc1ccc(S(=O)(=O)NNC(=O)c2cc3ccccc3o2)cc1	9.5%	2.0%	-1.0%	?	7.0%	1.2%	9.7%
COc1ccccc1C(=O)OCn1nnc2ccccc2c1=O	3.5%	12.7%	1.1%	.	6.7%	.	.
N#CCSc1nc2ccccc2c(=O)n1CCC(=O)NC1CCCCC1	4.8%	-0.4%	1.8%	3.5%	-0.8%[46.1 µM]	-0.5%	-2.2%[38.3 µM]
O=C(NCCCCc1ccccc1)c1cccc([N+](=O)[O-])c1	2.4%	-6.2%	1.0%	.	-8.6%	1.9%	11.7%
COc1ccc2nc(-c3cccc(N)c3)[nH]c2c1	-1.6%	3.8%	-1.2%	-10.2%	-4.8%[46.1 µM]	12.6µM*	4.1%
CCOC(=O)Cc1csc(NC(=O)c2csc(C)c2)n1	-1.6%	-6.1%	0.0%	?	-6.8%[46.1 µM]	-1.3%	7.1%
CCN(CC)CCn1c(/N=C/c2cc(Br)ccc2O)nc2ccccc21	-3.3%	-0.2%	0.0%	-15.8%	-3.2%	-2.1%	-5.6%
O=C(CC(NC(=O)C(F)(F)F)c1ccccc1)Nc1nnc(CCc2ccccc2)s1 (configuration not stated)	0.9%	1.4%	-1.0%	-8.2%	9.6%	2.6%	-3.4%
CC(=O)N(CC(=O)O)c1ccccc1C(=O)O	-1.8%	-7.1%	-1.9%	-2.0%	1.0%[46.1 µM]	-1.7%	10.3%[38.3 µM]
Cc1ccc2c(c1)c1c3n2CCN(C(=O)CN2CCN(C)CC2)C3CCC1 (configuration not stated)	-11.8%	16.2%	0.9%	6.8%	16.4%[46.1 µM]	1.7%	21.6%[38.3 µM]
Cn1c(SCC(=O)Nc2cccc(O)c2)nnc1-c1ccc(S(=O)(=O)N2CCOCC2)cc1	2.9%	1.0%	-0.3%	-4.2%	0.5%[46.1 µM]	1.4%	-1.8%[38.3 µM]
CN(C)/C=C(\C=O)c1onc(-c2ccccc2Cl)c1C#N	7.1%	-0.7%	-0.2%	.	0.5%	1.3%	-3.7%
CCOC(=O)C1CCCN(C(=O)COc2ccc(N(C)S(=O)(=O)c3ccc(F)cc3)cc2)C1 (configuration not stated)	-0.2%	1.0%	5.3%	.	-35.9%	.	-4.5%
Cc1nn(-c2ccccc2)c(Cl)c1C(=O)Nc1c(C)n(C)n(-c2ccccc2)c1=O	1.8%	0.2%	-1.1%	1.2%	-0.7%[46.1 µM]	-2.9%	-0.3%[38.3 µM]
CC(C)(C)c1ccc(C(=O)O)c(C(=O)c2ccccc2)c1	-3.3%	7.7%	-4.3%	28.9%[46 µM]	14.1%	3.4%	2.7%
COc1cccc(OC)c1C(=O)Nc1cc(C)nn1-c1nc2ccccc2[nH]1	7.5%	-7.9%	1.1%	?	-33.7%	1.4%	10.8%
CCOC(=O)N1CCN(C(=O)c2ccc3c(=O)n(CCOC)c(=O)[nH]c3c2)CC1	0.7%	-1.3%	1.9%	11.8%	-0.8%[46.1 µM]	-3.3%	14.9%[38.3 µM]
COc1ccc(N2C(=O)N(Cc3cccc(F)c3)c3ccccc3S2(=O)=O)cc1	6.3%	6.7%	1.3%	18.9%[9.22 µM]	-26.5%	2.8%	-6.4%
O=[N+]([O-])c1ccc(-c2nnc(CNC3CCCC3)o2)cc1	-7.4%	7.0%	-1.1%	.	1.4%	2.8%	-3.6%
COc1ccc(Cl)c(NC(=O)NCCN2CCN(c3ccccc3)CC2)c1	-2.3%	4.8%	-1.1%	0.6%	-5.2%[46.1 µM]	0.3%	13.4%[38.3 µM]
O=c1[nH]c2ccc(NC(=S)NC3CCCCC3)cc2[nH]1	3.8%	-5.9%	-0.2%	.	10.1%	.	-0.8%
O=C(NCC1OCCCN1S(=O)(=O)c1cc(F)ccc1F)C(=O)NC1CCCCCC1 (configuration not stated)	14.6%	-1.1%	2.2%	.	-4.7%	-0.5%	-12.3%
CC1CCN(C(c2nnnn2CCc2ccccc2)C(C)C)CC1 (configuration not stated)	3.4%	2.0%	?	.	32.3%	-0.7%	8.9%
Nc1cc(=O)[nH]c(SCc2nnnn2-c2ccc(Cl)cc2)n1	18.1%	1.1%	-0.9%	-12.9%	19.0%	-0.6%	-4.9%
CCc1ccccc1OCc1nc2ccc(S(=O)(=O)N3CCOCC3)cc2[nH]1	2.5%	-1.8%	-1.0%	-9.3%	-12.5%[46.1 µM]	-2.5%	20.8%[38.3 µM]
O=C(O)c1ccccc1-c1c2ccc(=O)cc-2oc2cc(O)ccc12	0.5%&4.7%	7.8%&-12.3%	1.5%	?	.	0.5%[39.9 µM]	-29.0%
COc1ccc(/C=C2/C(=O)OCc3cc(OC)c(OC)cc32)c(OC)c1	-4.2%	-4.9%	0.0%	-25.3%	-7.1%[46.1 µM]	2.0%	1.4%
CSc1nc(C)cc(OCC(=O)N2CCOCC2)n1	17.0%	7.1%	-0.9%	13.1%	-2.4%[46.1 µM]	-1.4%	27.4%[38.3 µM]
C/C(CC(=O)Nc1ccc(F)cc1)=N\NC(=O)c1ccccn1	-18.1%	-8.2%	-1.3%	.	1.4%	.	7.4%
O=C(C1CC1)N1CCN(S(=O)(=O)c2ccc3c(c2)OCCO3)CC1	1.7%	-5.1%	0.4%	?	8.2%	0.0%	1.6%
Cc1occc1-c1nnc(SCC(=O)Nc2ccccc2-c2ccccc2)n1C	-7.8%	-9.9%	-4.3%	?	-2.6%[46.1 µM]	1.0%	15.2%[38.3 µM]
COc1ccc(CCN(C)C(=O)C2CCN(Cc3cccc(OC)c3OC)CC2)cc1OC	-2.4%	-13.1%	-3.3%	.	-9.9%	3.1%	14.1%
COc1ccc(CNC(=O)CCSc2nc(-c3ccc4c(c3)OCO4)cc(C(F)(F)F)n2)cc1	3.5%	4.5%	1.0%	-6.8%	-28.6%[46.1 µM]	0.7%	7.5%
Cc1ccc(NCC(=O)N=Nc2c(O)[nH]c3ccc([N+](=O)[O-])cc23)cc1	?	5.3%	2.7%	.	5.5%[7.67 µM]	.	.
CCN(CC)c1nc(C#N)nc(N(CC)CC)n1	2.1%	12.5%	0.4%	11.2%	2.0%[46.1 µM]	-2.0%	19.2%[38.3 µM]
COc1ccc(NC(=O)CSc2c3c(nc4cc(Cl)ccc24)CCCC3)cc1OC	-8.8%	0.9%	0.9%	10.6%	-13.0%	-0.4%	-18.2%
COc1ccccc1-n1cnc2cc(NC(=O)c3ccco3)ccc21	1.8%	-1.3%	0.6%	?	-13.8%[46.1 µM]	15.9%	30.8%[38.3 µM]
Cn1c(=O)c2c(-c3ccc(C(C)(C)C)cc3)n(CC3CCCO3)cc2n(C)c1=O (configuration not stated)	1.6%	5.3%	0.0%	-4.1%	-14.2%[46.1 µM]	-2.5%	-4.1%[38.3 µM]
COC(=O)c1sccc1NC(=O)CC1C(=O)NCCN1C(=O)Nc1ccc(OCc2ccccc2)cc1 (configuration not stated)	-7.4%	-3.4%	1.1%	.	-19.3%	.	.
Cc1n[nH]c(=O)nc1N1CCc2ccccc2C1	7.6%	2.1%	0.0%	2.2%	-24.1%[46.1 µM]	-2.0%	-7.7%[38.3 µM]
